BoNT F protease – blocks Botulinum neurotoxin F light chain protease. Multiplex microsphere protease cleavage assay, flow cytometry. inhibition, % at 10 µM. hit rate 0.22% among 360,000. AID 588497; in the data active = inhibition above about 35%, passing the limit was not always enough; inconclusive = no clear call, values can overlap the other calls; note: plate controls were buffer without enzyme for full effect and enzyme alone for no effect
Rv3671c inh – Rv3671c (M. tuberculosis) protease inhibition; P9WHR9; hit rate 0.048% among 320,000; inhibition, % at 5.96 µM; AID 2606; in the data active = inhibition above about 38%;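 note: extracellular domain of Rv3671c used as enzyme; 0% = enzyme with DMSO and 100% = no enzyme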
Target sequence (P9WHR9 whole entry, looked up, the tested form may be a part): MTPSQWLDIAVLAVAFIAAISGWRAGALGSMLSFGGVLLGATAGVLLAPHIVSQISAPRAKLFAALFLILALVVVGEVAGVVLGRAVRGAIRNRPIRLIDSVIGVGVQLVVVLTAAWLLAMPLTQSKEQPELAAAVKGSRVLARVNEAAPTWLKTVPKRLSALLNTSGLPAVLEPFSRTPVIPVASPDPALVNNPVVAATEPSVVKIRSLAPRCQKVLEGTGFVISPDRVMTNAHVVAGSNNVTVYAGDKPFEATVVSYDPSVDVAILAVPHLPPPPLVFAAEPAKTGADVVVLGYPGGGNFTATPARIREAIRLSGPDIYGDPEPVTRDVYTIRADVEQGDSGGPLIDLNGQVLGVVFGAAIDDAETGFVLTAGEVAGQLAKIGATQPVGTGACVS
Mtb BioA inh – blocks M. tuberculosis BioA enzyme activity; inhibition, % at 9.99 µM; hit rate 0.096% among 360,000; AID 602481; purified M. tuberculosis BioA enzyme, plate reader; in the data active = inhibition above about 40%; inconclusive = no clear call, values can overlap the other calls
FadD28 FP inh – blocks FadD28 binding to the bisubstrate probe | hit rate 0.22% among 360,000 | fluorescence polarization | inhibition, % at 12.5 µM; in the data active = inhibition above about 8.5%, passing the limit was not always enough; inconclusive = no clear call, values can overlap the other calls
GDH-TPI inh – inhibits GDH-TPI coupling enzymes, artifact for Mtb FBA screen; GDH-TPI coupled enzyme counterscreen, NADH absorbance; hit rate 1.2% among 360,000; inhibition, % at 4.8 µM; in the data active = inhibition above about 30%;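 note: 0% = DMSO wells and 100% = wells lacking the enzyme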
Mtb FBA inh – inhibitors of M. tuberculosis fructose-bisphosphate aldolase; inhibition, % at 1 µM; hit rate 2.3% among 360,000; P9WQA3; purified M. tuberculosis FBA, fluorescence read-out; in the data active = inhibition above about 27%;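 note: 0% = vehicle and 100% = reference inhibitor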
Target sequence (P9WQA3 whole entry, looked up): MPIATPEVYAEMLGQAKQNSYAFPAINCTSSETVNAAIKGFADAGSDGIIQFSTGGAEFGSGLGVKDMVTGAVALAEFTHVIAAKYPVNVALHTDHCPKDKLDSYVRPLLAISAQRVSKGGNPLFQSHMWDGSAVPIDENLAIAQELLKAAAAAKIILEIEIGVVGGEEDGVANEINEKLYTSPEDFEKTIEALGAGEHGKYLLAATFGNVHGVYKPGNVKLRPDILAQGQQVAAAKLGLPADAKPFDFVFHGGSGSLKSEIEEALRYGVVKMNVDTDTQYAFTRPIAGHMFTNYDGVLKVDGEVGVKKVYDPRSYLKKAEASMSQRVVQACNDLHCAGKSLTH
MazEF act – increases E. coli MazEF RNase cleavage of RNA | P0AE70 | FAM/BHQ RNA-DNA oligo cleavage fluorescence, 5 h | activation, % at 20 µM | hit rate 0.32% among 350,000 | AID 504720; in the data active = activation above about 50%
Target sequence (P0AE70 whole entry, looked up): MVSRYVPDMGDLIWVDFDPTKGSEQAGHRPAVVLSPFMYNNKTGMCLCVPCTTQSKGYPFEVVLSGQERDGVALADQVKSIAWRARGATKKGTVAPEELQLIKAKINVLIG
Mtb UGM inh – blocks M. tuberculosis UGM enzyme | AID 504406 | hit rate 0.06% among 320,000 | inhibition, % at 10 µM | purified UGM, fluorescence polarization probe displacement; in the data active = inhibition above about 10%, passing the limit was not always enough; inconclusive = no clear call, values can overlap the other calls
PrPC TRFRET – inhibitors of human cell surface prion protein PrPC | P04156 | hit rate 0.43% among 370,000 | inhibition, % at 13.8 µM | TR-FRET read-out; in the data active = inhibition above about 24%; note: 0% = median of the test wells and 100% = reference compound wells
The depositor's hits bear a star; ? = inconclusive; / = no result given; + = active, no number; & = joins results of further samples.

Each structure is followed by: Mtb FBA inh, Rv3671c inh, GDH-TPI inh, BoNT F protease, FadD28 FP inh, Mtb UGM inh, Mtb BioA inh, MazEF act, PrPC TRFRET
- O=C(Nc1ccc(Br)cc1)c1cccc(S(=O)(=O)Nc2ccccn2)c1
→ -1.4, -2.5, -1.4, -1.9, -16.3, 1.6, -1.8, 0.3, -0.1
- Cc1cc(NC(=O)c2ccc3c(c2)OCCO3)no1
→ 3.9, -6.0, -3.5, -9.3, -0.3, 0.8, 4.2, 1.8, /
- CC(=O)Nc1cccc(/C(C)=N/NS(=O)(=O)c2ccccc2)c1
→ 0.9, 1.8, 0.6, 4.5, -2.6, -2.7, -0.7, 1.0, -3.9
- O=C(CCl)Nc1cccc(S(=O)(=O)NC2=NCCCCC2)c1
→ 4.2, 2.7, 22.7, 4.3, -2.4, 0.7, -1.2, 4.1, -9.7
- Cc1cc(C)n(CC(=O)N2CCCC(N3CCN(Cc4ccc5c(c4)OCO5)CC3)C2)n1 (stereo not given)
→ -1.6, 0.0, -4.2, -1.7, -2.7, -0.2, -2.1, -0.6, 2.5
- COc1cccc(C(C)NC(=O)Nc2ccccc2Cl)c1 (stereo not given)
→ -7.6, -7.7, 1.6, 2.2, -5.3, -1.8, /, 5.0, 0.0
- CC(=O)n1cc(/C=N/NC(=O)c2ccccc2O)c2ccccc21
→ -1.9, 0.2, 16.9, -25.3, -12.5, -1.6, /, 7.5, -2.6
- O=C(COc1ccc(S(=O)(=O)NC2CCCCC2)cc1)N1CCN(c2cccc(Cl)c2)CC1
→ -1.1, -5.1, -3.7, 2.6, -1.3, /, -0.3, -0.1, 4.5
- Cc1cc(C)n(CC(=O)NNC(=O)c2ccc(OC(F)(F)F)cc2)n1
→ 3.7, -2.5, 4.7, 7.9, -0.9, -1.0, -1.0, 14.4, -2.5
- Cc1nc2c(-c3ccc(F)cc3)c(C)nn2c(C)c1CCC(=O)NCCN1CCOCC1
→ 1.2, 6.9, 6.2, 7.0, -2.5, 0.2, -0.4, -1.5, -8.0
- C#CCOc1ccc2c(c1)c(C(C)=O)c(C)n2Cc1ccccc1
→ 2.9, 1.9, 4.6, -34.0, -1.0, 0.6, -0.3, -3.3, 11.4
- CC(C)Nc1ccccc1
→ 0.7, -9.3, 1.4, -3.8, -0.4, -0.1, -1.4, 1.0, /
- COc1ccc(-c2nc(C#N)c(N3CCOCC3)o2)cc1OC
→ +, 4.0, 11.8, 2.3, -4.5, -2.0, 1.7, -2.1, -2.8
- CCOc1ccc(Cl)cc1-c1cc(C(=O)Nc2cc(OC)ccc2OC)[nH]n1
→ 0.2, /, 2.7, 0.9, -2.3, /, -1.0, /, /
- Fc1cccc(Nc2ncnc3[nH]ncc23)c1
→ 0.3, -5.0, -0.3, 2.2, -2.0, -2.2, /, 0.6, 6.9
- C=CCCCCCCCCc1nc(SCC(C)=O)n[nH]1
→ -2.5, 1.0, 3.4, ?, -0.6, -5.8, /, -1.9, 3.2
- Cc1ccc(CNC(=O)CSc2nc(=O)n3ccccc3n2)cc1
→ 0.2, -3.8, 4.1, -2.9, -3.0, -1.3, -1.7, 6.0, /
- COc1cc(CCC(=O)NCc2ccc(F)cc2)cc(OC)c1OC
→ 33.4*, 9.3, 1.9, ?, /, 0.5, -2.0, 18.8, 3.3
- Cc1cccc(C)c1C(O)c1ncc(-c2ccccc2C(F)(F)F)[nH]1 (stereo not given)
→ -2.4, /, 2.7, -7.9, -3.1, /, -0.1, /, 4.5
- Cc1ccc(S(=O)(=O)NCC(=O)N(CC(=O)NCc2ccco2)Cc2ccco2)cc1
→ 1.4, 12.3, -10.7, -2.2, -6.0, 2.6, -0.5, -3.2, 1.3

Results in PrPC TRFRET, Rv3671c inh and BoNT F protease, for some of the entries so far:
molecule,PrPC TRFRET,Rv3671c inh,BoNT F protease
O=C(CCl)Nc1cccc(S(=O)(=O)NC2=NCCCCC2)c1,-9.7,2.7,4.3
Cc1cc(C)n(CC(=O)N2CCCC(N3CCN(Cc4ccc5c(c4)OCO5)CC3)C2)n1 (stereo not given),2.5,0.0,-1.7
CC(=O)n1cc(/C=N/NC(=O)c2ccccc2O)c2ccccc21,-2.6,0.2,-25.3
C=CCCCCCCCCc1nc(SCC(C)=O)n[nH]1,3.2,1.0,?

The listing continues:
Each structure is followed by: Mtb FBA inh, Rv3671c inh, GDH-TPI inh, BoNT F protease, FadD28 FP inh, Mtb UGM inh, Mtb BioA inh, MazEF act, PrPC TRFRET
- C[C@@H]1CCCCO[C@@H](CN(C)S(=O)(=O)c2ccc(F)cc2)[C@@H](C)CN([C@H](C)CO)C(=O)c2cc(N(C)C)ccc2O1
→ -0.5, /, 8.2, -6.4, 1.5, /, -0.6&-9.0&-2.2, 12.7, 7.0
- COc1ccc(Cl)cc1NC(=O)CN(C)C(=O)C1CC1
→ 1.3, -5.3, 4.4, -9.0, 0.5, 3.9, -0.7, -0.1, -11.6
- C=CCN1C(=O)C2C(C(=O)NCc3ccccc3)C3C=CC2(O3)C1C(=O)NC(C)(C)C (stereo not given)
→ 2.4, -6.9, 8.2, -2.1, 1.7, 0.2, -3.0, 1.8, 6.2
- Nc1nc(SCC(=O)N2CCc3ccccc3C2)[nH]c(=O)c1-c1ccccc1
→ -3.2, -2.7, 2.9, 12.4, -3.7, -1.6, 8.3, 0.9, -4.2
- COC(=O)c1ccc(CSc2nc3c(cnn3-c3ccc(F)cc3)c(=O)[nH]2)o1
→ 1.0, 1.5, -3.8, -4.4, -2.3, 3.9, 0.0, -1.6, /
- CCOc1ccc(CCNC(=O)c2cccc(S(=O)(=O)N3CCOCC3)c2)cc1OCC
→ 2.4, 6.4, 0.0, 12.2, -0.1, -0.1, -1.6, -4.4, -1.6
- CCOC(=O)C1=C(COc2ccc(C)cc2)NC(=O)NC1c1cc(C)ccc1C (stereo not given)
→ -0.9, -8.7, 0.0, -5.6, -2.6, /, /, 13.1, 1.5
- CN(CC(=O)Nc1ccc(F)cc1)C(=O)c1ccccc1OCc1ccc(F)cc1
→ 1.9, 4.4, 3.9, 4.8, -1.5, 0.9, 0.9, 4.6, -3.4
- Cn1c(CO)c(-c2ccccc2)c2cc([N+](=O)[O-])ccc21
→ 0.4, -10.9, 3.5, 8.7, -1.6, -2.1, 0.4, 3.9, -4.2
- O=C(c1ccccc1)C(Nc1cccc([N+](=O)[O-])c1)c1ccccc1 (stereo not given)
→ -1.5, /, -14.5, 2.8, -4.9, /, -0.3, -0.4, -1.4
- CCc1ccccc1NC(=O)N1CCc2ccccc2C1
→ -1.0, /, -5.2, 2.4, -3.3, -3.6, -2.0, 4.3, 1.0
- O=C(Nc1cccc(Cl)c1)Nc1cc(S(=O)(=O)N2CCCCC2)ccc1Cl
→ -1.1, -361.5, 12.4, -2.6, 1.4, -0.1, /, 22.4, 19.1
- CCOC(=O)C(=O)NC(C)CCc1ccccc1 (stereo not given)
→ -1.1, -3.1, -13.0, 0.7, -4.6, 1.9, 0.0, 5.5, 0.9
- Cc1cccc(NC(=O)CNC(=O)COC(=O)c2ccc(C(C)(C)C)cc2)c1C
→ 3.8, -1.9, 6.2, -0.9, -0.7, 2.3, -4.3, 4.4, 6.1
- Cc1ccccc1N=C(NOCc1ccccc1)c1nonc1N
→ 4.3, -4.6, 0.8, -12.2, -12.7, -1.8, 0.2, 0.3, 0.0
- CC1(C)CC(NCCN2CCN(C3=CC(=C(C#N)C#N)CC(C)(C)C3)CC2)=CC(=C(C#N)C#N)C1
→ -0.5, -0.1, 2.7, -8.1, 0.9, 0.8, /, -8.2, 2.1
- O=C1C2C(c3ccccc3)C=CC(c3ccccc3)C2C(=O)N1c1ccncc1 (stereo not given)
→ -2.6, -4.5, -9.5, -9.7, -4.5, 3.1, -0.9, -4.3, -1.1
- O=C(Nc1nc(-c2ccc(Cl)s2)cs1)c1cccs1
→ 0.7, -32.1, 1.9, -4.2, -6.9, 1.3, -1.9, 22.0, -2.8
- Cc1ccccc1NC(=O)Cc1nnc(SCC(=O)N2CCN(c3ccccc3)CC2)n1C
→ 0.5, -4.8, -0.5, -3.2, -1.7, 0.6, 0.6, 4.5, 1.6
- CC(C)(C)c1ccc(CCC2OCC(C[N+]3(C)CCOCC3)O2)cc1 (stereo not given)
→ 0.2, 3.3, 14.8, -6.0, -0.8, -4.4, 1.1, 4.8, 3.0
- O=C(CCC(=O)c1ccc(F)cc1)NCc1ccccc1C(F)(F)F
→ -2.4, 1.3, 4.8, -10.7, -4.4, 1.9, -1.0, -4.2, 5.6
- O=C(CN1CCN(Cc2ccccc2)CC1)Nc1ccccc1
→ 1.7, -0.2, 4.3, -21.5, -0.3, 3.1, -2.7, 0.6, -7.6
- Cc1cc(C)cc(Oc2ccc(S(=O)(=O)N3CCN(C)CC3)cn2)c1
→ -2.5, 3.4, 9.3, -4.5, -3.5, 3.0, -1.0, -2.8, 2.9
- Cc1cnn(-c2cc(N/N=C/c3ccccc3Cl)ncn2)c1
→ -3.0, 10.1, -0.6, -0.5, 0.1, -0.4, -1.6, 0.9, -6.3
- Oc1ccccc1/C=N/n1cnn(Cc2ccccc2Cl)c1=S
→ 8.3, -7.0, 3.9, -2.0, 2.1, -4.3, -0.8, -18.4, -3.7
- COc1cc2c(cc1C1C(C#N)=C(N)OC3=C1C(=O)CC(C)(C)C3)OCO2 (stereo not given)
→ -2.2, 6.0, 0.4, -14.0, -4.3, -0.1, -1.9, 3.4, 5.0
- CCOC(=O)[C@]12Cc3cc(OC)ccc3[C@H]1N(Cc1ccccc1)C(=O)c1cc(F)c(F)cc12
→ 1.0, /, -3.9, -7.8, -3.1, /, -0.5, 2.8, 5.3
- Cc1ccccc1-c1nc(CN2CCN(C(=O)c3ccco3)CC2)c(C)o1
→ -1.5, -2.0, -2.8, -13.8, -1.5, 0.4, -2.1, -7.1, 6.0
- Cc1ccc(Sc2c(C)nn(C(=O)c3cccc(S(=O)(=O)N4CCOCC4)c3)c2C)cc1
→ 3.1, 1.0, 11.6, -4.0, -0.7, -0.1, /, -6.0, 7.5
- COc1ccc(-n2nnnc2C(c2ccccc2)N2CCC3(CC2)C(=O)NCN3c2ccccc2)cc1 (stereo not given)
→ -2.3, /, /, 3.9, -2.5, /, -0.5, /, 1.1
- CC(OC(=O)CNC(=O)c1ccco1)C(=O)Nc1ccc(Cl)cn1 (stereo not given)
→ -4.0, -0.4, 3.6, 2.2, -4.0, -0.7, /, -5.1, -4.0
- c1ccc2nc3c(nc2c1)CCCC3
→ -0.9, 4.9, 0.0, 4.9, /, 1.1, -1.0, 2.9, 3.4
- O=C(C1CCN(S(=O)(=O)c2ccc(Br)s2)CC1)N1CCCCC1
→ -0.4, 0.2, 1.9, -3.4, -4.5, 0.6, 5.0, -11.2, 14.9
- CCOC(=O)NS(=O)(=O)c1ccc(CCNC(=O)c2cc(C)on2)cc1
→ 2.6, -1.5, 1.1, -12.8, -0.2, 3.0, -0.3, -3.3, 2.1
- Cc1cc(Cl)n2c(nc3cc(F)c(F)cc32)c1C#N
→ 16.2, /, -2.2, -1.9, -4.3, /, /, 0.6, -7.6
- CCN(CC)C(=O)CSc1nnc(-c2cccnc2)n1Cc1ccccc1
→ 4.5, 1.0, -3.8, -15.5, -2.7, -0.8, 1.3, 2.5, -0.8
- CN1C(=O)NC(c2ccc([N+](=O)[O-])cc2)C2=C1CC(C)(C)CC2=O (stereo not given)
→ -3.3, -3.2, 2.1, -0.8, -2.3, 1.2, -0.1, 6.5, -5.6
- O=S1(=O)CCOC[C@H](CC2CCCCC2)N1Cc1ccccc1Br
→ -2.4, -9.4, 1.3, -2.1, -1.2, 2.9, 0.4, 2.2, 1.4
- CC(Oc1cccc(Cl)c1)C(=O)Nc1ccccc1C(=O)N1CCCCC1 (stereo not given)
→ 0.0, 0.6, 5.8, 0.4, -1.7, 5.1, 1.0, 0.2, 0.7
- CN1CCN(c2nc(N(C)C)oc(=O)c2C#N)CC1
→ 1.6, 9.6, 3.9, 1.1, -4.3, -1.8, 2.5, 6.5, -0.2
- COC(=O)/C(C#N)=C/c1c(N2CCCCCC2)nc2c(C)cccn2c1=O
→ -2.4, /, 0.0, 25.6, /, /, 0.2, 3.5, -4.7
- Cc1c(Cl)c([N+](=O)[O-])nn1CCCC(=O)Nc1c(C)n(C)n(-c2ccccc2)c1=O
→ -5.5, 4.2, -3.9, 2.7, -3.4, 3.0, 0.2, 7.0, -5.3
- CCN(CC)C(=O)CSc1nnc(-c2ccccn2)n1-c1ccc(C)c(C)c1
→ 4.5, 1.4, -0.9, ?, -3.2, 0.4, 0.0, 9.8, 1.3

Bioassay records from PubChem.
